S3 lipid droplet: qHTS Assay for Lipid Storage Modulators in Drosophila S3 Cells | Drosophila S3 cells, BODIPY lipid droplet fluorescence, 18-24 h; cells fed with added oleic acid | lipid storage change, negative = inhibition, % at the top dose, mostly 46.1 µM; hits show Potency in µM | 320,000 tested, 0.64% active | AID 2685; active = well fitted inhibition curve with a large enough effect in the signal ratio, with a control signal flat, not every such curve was filed as active; inconclusive = small, poorly fitted or top-dose-only effect, or effect the other way, or a change in a side signal; the % refers to the signal ratio
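Laser-scanning cytometry quantifies lipid droplet accumulation (500–530 nm total intensity; droplet/cell object ratio) in oleic acid-fed (400 uM added) Drosophila S3 cells treated with a concentration series. 20 uM Triacsin C defined 100% inhibition.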
S3 lipid droplet cell count max: also measured in S3 lipid droplet; calls as there; cell number change, %; measured here: cell count max response;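 cells counted by Cell Tracker Red CMTPX staining in the red channel; peak over a dose series mostly up to 46.1 µM; percent activity relative to internal control wells on each plate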
* marks the source's active call; other numbers are inactive results; i = inactive; u = inconclusive; x = no result given. % is scaled to controls: 0 for no effect and ±100 for the full control effect; potency is read from the fitted curve at half-maximal effect.

Molecule,S3 lipid droplet,S3 lipid droplet cell count max
Cc1ccn(C(CC(=O)c2ccc(Br)cc2)C(=O)O)n1 (stereo unspecified),u,x
CCC1(C)NC(=O)N(CC(=O)NCC(=O)Nc2c(C)cc(C)cc2C)C1=O (stereo unspecified),u,x
O=C1/C(=C\c2ccc(O)c(O)c2)C(c2ccccc2)=NN1c1ccccc1,u,x
OCCC1CN(Cc2cn[nH]c2C2CCCCC2)CCN1C1CCCCC1 (stereo unspecified),4%,5
CCC(C(=O)Nc1ccc(S(=O)(=O)Nc2ncccn2)cc1)c1ccccc1 (stereo unspecified),u,x
COc1ccc(Cl)cc1C(=O)Nc1ccccc1N1CCN(C(=O)C(C)C)CC1,19%,-18
CCc1ccccc1Nc1nc2ccccc2n1C(C)C,0%,9
c1ccc(-c2n[nH]c(-c3ccccn3)n2)cc1,i,x
O=C(N/N=C/C(Br)=C/c1ccccc1)c1cccs1,-9%,-16
O=C1C(=O)N(CCc2c[nH]c3ccccc23)C(c2cccnc2)/C1=C(/O)c1ccccc1 (stereo unspecified),u,x

Whole records, looked up by structure.
COc1ccc(Cl)cc1C(=O)Nc1ccccc1N1CCN(C(=O)C(C)C)CC1 reads S3 lipid droplet: 19%; S3 lipid droplet cell count max: -18
CCc1ccccc1Nc1nc2ccccc2n1C(C)C reads S3 lipid droplet: 0%; S3 lipid droplet cell count max: 9
OCCC1CN(Cc2cn[nH]c2C2CCCCC2)CCN1C1CCCCC1 (stereo unspecified) reads S3 lipid droplet: 4%; S3 lipid droplet cell count max: 5

More results
Molecule,S3 lipid droplet,S3 lipid droplet cell count max
CC(C)(C)c1ccc(C(=O)Nc2ccc(NC(=O)c3ccco3)cc2)cc1,u,x
Cc1nc(C)c(C(=O)NNS(=O)(=O)c2ccc([N+](=O)[O-])cc2)s1,3%,10
CCOC(=O)C1=C(CN2CCCCCC2)NC(=O)NC1c1ccc2c(c1)OCO2 (stereo unspecified),u,x
COCC1CCN(C(=O)C2CCN(c3nc(-c4ccccc4)nc4c3CCC4)CC2)C1 (stereo unspecified),-17%,-9
Cc1cc(C)c(NC(=O)CN2C(=O)NC(CCc3ccccc3)C2=O)c(C)c1 (stereo unspecified),u,x
Cc1c(NC(=O)CN2CCC(C(N)=O)CC2)cccc1[N+](=O)[O-],7%,x
COCCNC(=O)c1onc(CSc2ccc(C)c(C)c2)c1C(=O)O,4%,-2
O=C(Nc1nnc(C2=COCCO2)o1)c1ccc(Cl)cc1,u,x
CCCCCCNc1c([N+](=O)[O-])c(=O)sc2ccccc12,-1%,12
COc1ccc(CNC(=O)CCC(=O)N2CCN(S(=O)(=O)c3cc([N+](=O)[O-])ccc3C)CC2)cc1,u,x

Nothing new here: entries from further up.
Molecule,S3 lipid droplet,S3 lipid droplet cell count max
CC(C)(C)c1ccc(C(=O)Nc2ccc(NC(=O)c3ccco3)cc2)cc1,u,x
Cc1nc(C)c(C(=O)NNS(=O)(=O)c2ccc([N+](=O)[O-])cc2)s1,3%,10

Additional entries follow:
Molecule,S3 lipid droplet,S3 lipid droplet cell count max
COc1ccc(-c2nc(CSCC(=O)NCCCN3CCCC3=O)c(C)o2)cc1OC,u,x
O=C(NCC1CCN(Cc2ccc(Cl)cc2)CC1)C1CCCN(c2ncnc3c2nc2n3CCCCC2)C1 (stereo unspecified),u,x
COCCCNC(=O)/C(C#N)=C/c1c(N2CCN(c3ccccc3)CC2)nc2c(C)cccn2c1=O,u,x
CN1CCN(c2ccc(S(=O)(=O)N3CCCCC3)cc2NC(=O)/C=C/c2ccc(OC(F)F)cc2)CC1,-6%,x
Cc1ccc(S(=O)(=O)N(C)C)cc1NC(=O)COC(=O)CCC1CCCCC1,u,x
O=C(N/N=C/c1cc([N+](=O)[O-])ccc1N1CCNCC1)c1ccc([N+](=O)[O-])cc1,-24%,-17
CCCS(=O)(=O)c1nc(S(=O)(=O)c2ccc(C)cc2)c(N2CCC(C)CC2)s1,-13%,x
CC(=O)Nc1cccc(NC(=O)COc2nncc3ccccc23)c1,u,x
O=C(Cn1cccn1)N1CCCC(N2CCN(c3ccccc3F)CC2)C1 (stereo unspecified),i,-12
N#CCSc1nnc2ccc3ccccc3n12,u,x

Of the compounds above, 3 have an aryl methoxy group:
Molecule,S3 lipid droplet,S3 lipid droplet cell count max
COc1ccc(Cl)cc1C(=O)Nc1ccccc1N1CCN(C(=O)C(C)C)CC1,19%,-18
COc1ccc(CNC(=O)CCC(=O)N2CCN(S(=O)(=O)c3cc([N+](=O)[O-])ccc3C)CC2)cc1,u,x
COc1ccc(-c2nc(CSCC(=O)NCCCN3CCCC3=O)c(C)o2)cc1OC,u,x

More results.
Molecule,S3 lipid droplet,S3 lipid droplet cell count max
COC(=O)c1ccc(C2NC(=S)N(c3ccccc3)C(C)=C2C(=O)Nc2ccccc2OC)cc1 (stereo unspecified),u,x
O=S(=O)(NCCN1CCOCC1)c1ccc(Cl)s1,i,-29
COc1ccccc1CNS(=O)(=O)CC12CCC(CC1=O)C2(C)C (stereo unspecified),u,x
CCOc1ccc(Nc2cc(Nc3ccccc3OCC)nc(C=C(C#N)C#N)n2)cc1,-2%,x
Nn1c(SCC(=O)N2CCCCCC2)nnc1-c1ccco1,4%,9
CCOc1ccccc1NC(=S)NC(=O)CCc1ccccc1,u,x
Cc1ccccc1N(C(=O)Cc1cccs1)C(C(=O)NC1CCCCC1)c1cn(C)nc1C (stereo unspecified),u,x
COc1ccc(NC(=O)CSc2nc3ccccc3nc2N2CCOCC2)cc1,u,x
CCCOc1cccc(C(=O)NC(=S)Nc2ccc(N3CCN(C)CC3)cc2)c1,23%,1
O=C(Nc1cccc2ncccc12)c1ccc(-c2ccc(Cl)cc2Cl)o1,u,x
CCOC(=O)[C@H]1[C@H]2COc3ccccc3[C@@H]2N2C(=O)c3cc(Cl)ccc3NC(=O)[C@@]12C,u,x
CC(C)n1c(N2CCN(C(=O)Nc3ccc(F)cc3F)CC2)nc2ccccc21,u,x
CCOC(=O)c1cnc2ccc(C(=O)OC)cc2c1NCCN1CCOCC1,12%,-11
CC(C(=O)N1CCN(C2c3ccccc3-c3ccccc32)CC1)N1C(=O)c2ccccc2C1=O (stereo unspecified),u,x
CCC(CC)CN1C(Nc2ccccc2)=NC[C@@H]1CC(C)C,u,x
CNC(=O)COc1ccc2oc3c(c2c1)CCCC3,u,x
O=C(N/C(=C\c1ccc2c(c1)OCO2)C(=O)N1CCOCC1)c1ccccc1Br,u,x
COC(=O)c1cc(CNC(=O)Cc2ccsc2)ccc1OC,u,x
c1ccc(CN2CCC(N=C3NN=C(c4ccc5c(c4)OCCO5)CS3)CC2)cc1,-16%,3
O=C(c1ccccc1Br)N1CCN(c2ncccn2)CC1,u,x
COc1cccc(/C=N/Nc2cc(-n3nc(C)cc3-c3ccccc3)ncn2)c1O,-7%,8
O=C(NC1CC1)c1ccc(-n2cccc2)cc1,u,x
CC(=O)N1CCN(C(=O)c2ccc(Cl)c(NC(=O)c3cccs3)c2)CC1,u,x
CC12CN(Cc3ccccc3)CC(C)(CN(Cc3ccccc3)C1)C2=NO,16%,14
CC(C)(C)NC(=O)c1ccnc(C(C)(C)C)c1,i,x
CCCCCOc1ccc(C(=O)NCC2(c3ccccc3)CCOCC2)cc1,u,x
O=C1NC(=O)C(c2ccccc2)(c2ccc(O)cc2)N1 (stereo unspecified),u,x
CC(C)(C)n1nnnc1CN1CCN(C(c2ccccc2)c2ccccc2)CC1,-9%,9
Cn1c(-c2cccc([N+](=O)[O-])c2)[n+](C)c2ccccc21,-12%,-14
CC1CCC(NC(=O)CN2C(=O)c3cccnc3Oc3ccc(Cl)cc32)CC1 (stereo unspecified),i,19
CCOc1cc(/C=C/c2cc(C(=O)O)c3ccccc3n2)ccc1OC,7%,1
COC(=O)c1ccc(N(CC(=O)NC2CCCC2)C(=O)CNC(=O)c2ccco2)cc1,i,5
CCC(=O)Nc1nc(C)c(-c2csc(Nc3ccc(S(=O)(=O)Nc4cc(C)on4)cc3)n2)s1,9%,8
COc1ccc(C(=O)CC(=O)c2ccc(OC)cc2)cc1,16%,3
N=c1c2c(n(Cc3ccc(Cl)cc3)c3c1CCC3)CCC2,u,x
Cc1ccc(C(=O)N[C@@H](Cc2ccccc2)C(=O)N2CCC3(CC2)NCCc2[nH]cnc23)cc1C,u,x
CC(OC(=O)CNC(=O)c1sc2ccccc2c1Cl)c1ccccc1 (stereo unspecified),u,x
O=[N+]([O-])c1cc2c(cc1CN1CCN(c3ccccc3F)CC1)OCO2,u,x
CCN(CC)CCN(C(=O)c1cc2c(ccc3ccccc32)oc1=O)c1nc2cc3c(cc2s1)OCCO3,u,x
O=C(CCc1nnc(CCCCc2ccccc2)o1)N(CCO)Cc1ccccc1,7%,14
CC(NC(=O)c1ccc(S(=O)(=O)NCc2ccco2)cc1)c1ccc(F)cc1 (stereo unspecified),u,x
CN(C1CCCCC1)S(=O)(=O)c1ccc(S(=O)(=O)N(CC(=O)Nc2ccccc2)C2CC2)cc1,2%,-1
CCOc1cccc(Nc2cc3n(c(=O)n2)CCc2cc(OC)c(OC)cc2-3)c1,u,x
CCSc1ccccc1C(=O)NCCc1ccccc1,u,x
Cc1sc2ncnc(N(C)Cc3cccs3)c2c1C,u,x
O=c1c2ccccc2nc(-c2ccco2)n1CCCn1ccnc1,u,x
CCN(c1ccccc1)S(=O)(=O)c1cccc(C(=O)N(C)CCOc2ccccc2)c1,u,x
COc1ccc(CNC(=O)c2nnn(-c3cccc(C(F)(F)F)c3)c2N)cc1,0%,3
Cc1ccc(S(=O)(=O)N/N=C/c2ccc(O)cc2O)cc1[N+](=O)[O-],0%,-10
CC1(C)CC2CN(C(=O)Cc3ccccc3)C(C)(C2)C1 (stereo unspecified),-28%,-25

(list continues)
Molecule,S3 lipid droplet,S3 lipid droplet cell count max
CC(=O)c1cc2c(cc1NC(=O)c1cc3nc(C(C)C)cc(C(F)(F)F)n3n1)OCO2,u,x
COc1cccc(-c2c(-c3cc(OC)cc(OC)c3)n(C)c3ccc(-c4ccc(OC)nc4)cc23)c1,10%,0
CCN1C(=O)[C@@H]2[C@@H](c3ccc(-c4ccc(C(C)=O)cc4)cc3)N3CCCC[C@@]3(C(=O)OC)[C@@H]2C1=O,u,x
CN(CCC#N)Cc1cc(=O)oc2ccc3ccccc3c12,8%,16
O=C(NC(=S)Nc1ccc(S(=O)(=O)N2CCCCC2)cc1)c1cccs1,u,x
O=C(/C=C/c1ccc(OC2CSC2)cc1)c1ccccc1,u,x
CCSc1nnc(NC(=O)c2ccc(C)cc2)s1,u,x
CCc1nnnn1-c1ccc([N+](=O)[O-])cc1C,8%,9
CCOC(=O)C1CCN(C(=O)c2ccc(OCC(=O)Nc3ccc(OCC)cc3)c(OC)c2)CC1,u,x
CCOc1ccc(C(=O)NCC(=O)NCC(c2ccc(OC)cc2)N2CCCC2)cc1 (stereo unspecified),i,x
Cc1cc(C)c2nc3s/c(=C/c4ccc5c(c4)n(C)c(=O)n5C)c(=O)n3c2c1,u,x
COc1cc(/C=C2\NC(=S)N(C)C2=O)ccc1OCc1cccc(F)c1,u,x
O=C(NCc1cccs1)c1ccc(S(=O)(=O)N2CCOCC2)cc1,u,x
CCc1nnc(NC(=O)CCCSc2nc3ccccc3[nH]2)s1,u,x
N#C/C(=C\c1c(N2CCN(Cc3ccccc3)CC2)nc2ccccn2c1=O)S(=O)(=O)c1ccccc1,i,4
O=C(NNc1c(Cl)cc(Cl)cc1Cl)C1CCC1,u,x
Cc1ccc(CCNC(=O)c2nnc(CS(=O)(=O)c3ccccc3)o2)cc1,25%,26
Cc1nn(C)c(Oc2ccccc2)c1CCNC(=O)CCl,-32%,-24
CCc1ccc(C(=O)O)cc1,0%,14
C/C(=N\O)C(C)Oc1ccc(Cl)cc1 (stereo unspecified),u,x
O=C(Nc1ccc(Br)cc1)C1CCN(c2cnccn2)CC1,18%,4
CCc1ccccc1NC(=O)COc1ccc(C(=S)N2CCCC2)cc1,u,x
CCc1nnc(NS(=O)(=O)c2ccc(N/C=C\C(=O)c3cccc(OC)c3)cc2)s1,-2%,-4
C/C(=N\NC(=O)C1CCCN(S(=O)(=O)c2ccccc2)C1)c1cccnc1 (stereo unspecified),u,x
O=C(Nc1ccccc1N1CCCCC1)c1ccccc1F,u,x
CC(=O)c1cccc(N=Nc2c(-c3ccccc3)[nH]n(-c3ccccc3)c2=O)c1,u,x
Cc1ccccc1CNC(=O)c1ccc2nc(N3CCOCC3)sc2c1,u,x
O=C(CCNS(=O)(=O)c1ccccc1)N1CCCCCCC1,u,x
Cc1ccccc1OCCN(C#N)c1nc(N(C)C)nc(N(C)C)n1,14%,-2
COC(=O)[C@@H]1CCCN1C(=O)c1ccc(OC2CCN(Cc3ccccn3)CC2)cc1,-17%,-4
Cc1ccc(OCc2ccoc2C(=O)O)cc1C,0%,5
CCOC(=O)CN1C(=O)S/C(=C\c2ccc3c(c2)OCO3)C1=O,i,0

A portion of the library; the hit share may differ from the screen's.
